# HT1080 IDH1KD tx = toxicity to HT-1080 IDH1 knockdown cells (counter line); Potency, µM (doses to about 46.1 µM), inactives show top-dose activity, negative = toxicity, usual class: cytotoxic; HT-1080 IDH1 knockdown viability, ATP luminescence, 48 h; AID 686971; 360,000 tested, 2% active;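 note: 0% = DMSO wells and -100% = cell-free medium wells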
#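 CellTiter-Glo luminescence after 48 h compound exposure at 37 degrees C of IDH1-knockdown HT-1080 cells in 5% FBS RPMI. %Activity scaled between DMSO wells and cell-free media wells, with curves fitted and assigned curve classes.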
# KB-3-1 cytotox = KB-3-1 parental cell cytotoxicity. KB-3-1 viability, CellTiter-Glo ATP luminescence, 72 h. Potency, µM (doses to about 46.1 µM), without a hit: top-dose activity change, negative = cytotoxic, actives largely listed as cytotoxic. 400,000 tested, 1.4% active; note: % is set by controls: 0 for no effect and ±100 for the full control effect; nearly all actives have a fitted effect of over 60% in size
#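 Cells are dispensed, compounds pinned in, plates held at 37 °C for 72 h, then CellTiter-Glo is added and luminescence read after 10 minutes. Cell line: parental KB-3-1 in phenol-red-free DMEM, 10% FBS.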
# TDP43 rescue = inhibitors of TDP-43 toxicity in yeast; TDP-43 expressing yeast growth rescue, BacTiter-Glo, 24 h; Potency, µM (top dose mostly 46.1 µM), for inactives: top-dose growth rescue (activation), usual class: activators; 410,000 tested, 1.8% active; AID 652104; note: % of control where 0% means no effect; nearly all actives have a fitted effect of over 50% in size
#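 Yeast cells expressing TDP-43 under galactose induction are exposed to compounds for 24 hr at 30 deg C. BacTiter-Glo luminescence measures growth, so protective compounds score as activators.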
# HT1080-NT tox = kills 2HG-producing HT-1080-NT fibrosarcoma cells; HT-1080-NT fibrosarcoma viability, CellTiter-Glo ATP luminescence, 48 h; Potency, µM (titrated, usually from 46.1 µM), for the others: at the highest dose activity, negative = less viability, most hits filed as cytotoxic; 360,000 tested, 1.6% active;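 note: NT is the 2HG producing partner of a matched IDH1 knockdown line; 0% = DMSO-treated cells and -100% = media-only wells without cells; nearly all actives have a fitted effect of over 55% in size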
#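 A 48-hour cytotoxicity screen used HT-1080-NT cells plated 2 hours before compound delivery. ATP-based CellTiter-Glo luminescence measured viability, normalized to DMSO and no-cell controls.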
# KB-V1 MDR tox = KB-V1 MDR subline cytotoxicity; 400,000 tested, 3.4% active; KB-V1 MDR cells viability, CellTiter-Glo, 72 h; Potency, µM (series often up to 46.1 µM), inactives show at the top dose activity change, negative = cytotoxicity, hits mostly cytotoxic; note: % is set by controls: 0 for no effect and ±100 for the full control effect; nearly all actives have a fitted effect of over 60% in size
#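 qHTS viability screen in drug-selected KB-V1 MDR cells: 72 h compound treatment at 37 degrees C, ATP luminescence end point.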
# HEK293 tox = cytotoxic in the GLP-1 receptor inverse agonist counter-screen; HEK293 cAMP-luciferase reporter cells, luminescence, 24 h; Potency, µM (top dose mostly 38.3 µM), inactives show top-dose activity change, negative = inhibition, hits mostly inhibitors; 410,000 tested, 0.13% active; AID 624418;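 note: loss of luciferase light is scored as toxicity; % is set by controls: 0 for no effect and ±100 for the full control effect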
#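 MLSMR compounds, 24 hr on cells at 37 deg C/5% CO2; luminescence after luciferase reagent (12 min RT). Inhibition counted as the undesired cytotoxic outcome.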
# GLP-1R agonist = agonists of human GLP-1 receptor; 380,000 tested, 0.007% active; HEK293 GLP-1R CRE-luciferase, luminescence, 4-6 h; cells express a hypersensitive GLP-1R form; Potency, µM (top dose mostly 45.6 µM), without a hit: at the highest dose activation, most hits filed as activators; P43220; note: % of control where 0% means no effect
# Target sequence (P43220 whole entry, looked up): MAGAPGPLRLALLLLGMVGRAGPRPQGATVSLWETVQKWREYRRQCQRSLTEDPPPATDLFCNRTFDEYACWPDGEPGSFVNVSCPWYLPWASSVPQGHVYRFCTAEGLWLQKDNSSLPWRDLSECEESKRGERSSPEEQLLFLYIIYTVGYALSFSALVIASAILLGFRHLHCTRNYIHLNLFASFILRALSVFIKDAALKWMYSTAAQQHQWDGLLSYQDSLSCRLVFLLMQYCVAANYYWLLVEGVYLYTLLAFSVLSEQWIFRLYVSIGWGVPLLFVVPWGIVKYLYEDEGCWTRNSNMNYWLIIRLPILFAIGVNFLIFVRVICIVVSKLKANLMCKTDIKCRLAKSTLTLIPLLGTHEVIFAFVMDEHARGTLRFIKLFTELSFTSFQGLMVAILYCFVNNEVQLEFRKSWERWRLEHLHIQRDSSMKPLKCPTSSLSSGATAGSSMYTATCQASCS
# GLP1R inv ag = acts as inverse agonist at human GLP-1 receptor | HEK293 GLP-1R CRE-luciferase, luminescence, 24 h; GLP-1R form is constitutively active | Potency, µM (top dose mostly 38.3 µM), inactives show top-dose activity change, negative = inhibition, most hits filed as inhibitors | 410,000 tested, 1.6% active; note: % is set by controls: 0 for no effect and ±100 for the full control effect; nearly all actives have a fitted effect of over 55% in size
#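 Stable HEK293 clone (constitutively active GLP-1R + cAMP-response luciferase); 200 cells/uL plated, 12 h pre-culture, compound 24 hr, 37 deg C/5% CO2; detection reagent 12 min RT; luminescence.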
# SW480 rerep = induces DNA re-replication in SW480 colon adenocarcinoma cells; Potency, µM (top dose mostly 46.1 µM), for inactives: at the top dose re-replication activation, hits mostly activators; SW480 DNA re-replication, Hoechst DNA content imaging, 48 h; 340,000 tested, 1.8% active; note: % of control where 0% means no effect; nearly all actives have a fitted effect of over 55% in size
#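 Image-based read-out: total Hoechst fluorescence of nuclei (405 nm excitation, 500-530 nm emission), with hits raising the fraction of high-intensity nuclei. SW480 colon cells incubated 48 hr with compounds at 37 C.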
# An asterisk follows results filed as active; ? = inconclusive; . = not tested or not shown; & = joins results of further samples; [ ] = another dose, or the depositor's remark. Calls come from the whole dose curve; as a rule, active = well fitted curve in the direction sought with a large enough effect; inconclusive = small, poorly fitted or top-dose-only effect, or another doubt; inactive = no such curve, though single readings can be large; an effect the other way counts as inactive or inconclusive. Potency is the fitted concentration of half-maximal effect.
# Order of results – HT1080 IDH1KD tx	KB-3-1 cytotox	TDP43 rescue	HT1080-NT tox	KB-V1 MDR tox	HEK293 tox	GLP-1R agonist	GLP1R inv ag	SW480 rerep
C=CCNS(=O)(=O)c1cc2c3c(c1)CCN3C(=O)CC2
 : -7%	4%	3%	0%	11%	-3%	-2%	9%	-2%
COc1ccc(C(C)(C)C)cc1NC(=O)COC(=O)CSCc1c(C)noc1C
 : 0%	-9%	-11%	-8%	-24%	-5%	0%	?	3%
COc1ccc(N(C)C(=O)c2cnc(N3CCN(c4ncccn4)CC3)c3ccccc23)cc1
 : 11%	-10%	?	?	-13%	-15%	0%	0%	5%
Cc1cc(NC(=O)CSCC(=O)OC(C)C(=O)c2cc(C)c(C)cc2C)no1 (stereo not given)
 : 8%	14%	18%	2%	35%	12%	18%	-5%	-5%
N#CC1=C(N)SC(N)=C(C#N)C1c1cccc(Oc2ccccc2)c1
 : ?	4%	1%	?	-16%	14%	-2%	?	8%
CCOC(=O)c1c(NC(=O)Cc2cccs2)sc2c1CCCC2
 : 8%	0%	-11%	5%	-10%	14%	21%	-20%	1%
O=C(/C=C/NNC(=O)c1ccc(Br)cc1)c1ccccc1
 : ?	-14%	-13%	-28%	-16%	?	-9%	?	?
CN(CC(=O)Nc1c(Cl)cccc1Cl)C(=O)c1cc(S(=O)(=O)N(C)C)ccc1N1CCCC1
 : 3%	0%	3%	1%	1%	18%	2%	-6%	24%
COc1ccc(C(=O)NCC(=O)NCc2ccncc2)cc1
 : 8%	18%	-5%	4%	13%	-3%	0%	6%	2%
COc1ccc(CNC(=O)C(c2cccc(C)c2)N(C(=O)c2csnn2)C2CC2)cc1 (stereo not given)
 : 15%	11%	-17%	12%	-23%	15%	0%	-28%	-5%
O=C1CCC2(CC1)NC(=O)N(c1ccccc1)N2
 : 8.2µM*	-16%	-5%	?	-2%	15%	0%	?	1%
CCN=C1SC(C(=O)Nc2ccc(OCC)cc2)CC(=O)N1CC (stereo not given)
 : 13%	2%	-20%	19%	-1%	-10%	0%	-3%	-55%[inhibitor]
COCCNC(=O)/C(C#N)=C/c1ccc2c(c1)OCO2
 : 7%	?	-16%	11%	?	-1%	4%	2%	-7%
CC/C(O)=C1\C(=O)CC(c2ccccc2)CC1=NC(C)C (stereo not given)
 : 19%	-10%	-2%	19%	3%	-15%	19%	3%	1%
Cc1nc(C)c(C(=O)C2=C(O)C(=O)N(CCN3CCOCC3)C2c2cccs2)s1 (stereo not given)
 : 18%	6%	-6%	14%	14%	-12%	-2%	11%	-4%
C[C@H](CO)N1C[C@H](C)[C@@H](CN(C)S(=O)(=O)c2cn(C)cn2)Oc2c(NC(=O)Nc3ccc4c(c3)OCO4)cccc2C1=O
 : 5%	?	20%	4%	-4%	0%	-4%	10%	2%
COc1cc(NC(=O)c2ccccc2)ccc1NC(=O)Cc1ccccc1
 : -1%	9%	-6%	-4%	5%	-3%	-2%	-8%	-4%
CCC(C)[C@H](NC(=O)N1CCn2c1nc1ccccc12)C(=O)NCCc1ccccc1 (stereo not given in full)
 : -18%	?	11%	-1%	-14%	-5%	10%	?	-10%
COc1ccccc1NS(=O)(=O)c1cccc(NC(=O)Nc2ccccc2)c1
 : -9%	?	19%	-9%	21µM*	?	-10%	5.6µM*	?
COc1ccc(CC(N)c2csc(NC(=O)c3ccc(F)cc3)n2)cc1 (stereo not given)
 : ?	0%	15%	21µM*	-14%	-3%	-4%	?	.

# 2 records drawn at random from those above, as already listed:
# Order of results – HT1080 IDH1KD tx	KB-3-1 cytotox	TDP43 rescue	HT1080-NT tox	KB-V1 MDR tox	HEK293 tox	GLP-1R agonist	GLP1R inv ag	SW480 rerep
O=C1CCC2(CC1)NC(=O)N(c1ccccc1)N2
 : 8.2µM*	-16%	-5%	?	-2%	15%	0%	?	1%
Cc1nc(C)c(C(=O)C2=C(O)C(=O)N(CCN3CCOCC3)C2c2cccs2)s1 (stereo not given)
 : 18%	6%	-6%	14%	14%	-12%	-2%	11%	-4%

# (cont.)
# Order of results – HT1080 IDH1KD tx	KB-3-1 cytotox	TDP43 rescue	HT1080-NT tox	KB-V1 MDR tox	HEK293 tox	GLP-1R agonist	GLP1R inv ag	SW480 rerep
COc1cccc(CNC(=O)C2CCN(c3ncnc4c3nc3n4CCCCC3)CC2)c1
 : 0%	3%	11%&-11%	1%	1%	13%&-3%	7%	5%&3%	1%
CCCc1nc2ccccc2c(C(=O)OC2CCOC2=O)c1CC (stereo not given)
 : -1%	3%	3%	-4%	?	10%	-14%	6%	-1%
CCOc1ccc(CCN2C(=O)C(=O)N([C@@H](CC(C)C)CN3CCC[C@@H]3CN3C(=O)C(=O)NC[C@@H]3Cc3ccccc3)C[C@@H]2Cc2ccc(O)cc2)cc1
 : -9%	?	-3%	-10%	-1%	-11%	0%	2%	10%
Cc1onc(-c2ccccc2Cl)c1C(=O)N1C=CC(C(F)(F)F)=NCC1
 : 15%	15%	7%	6%	0%	16%	-5%	0%	4%
COc1ccc(NC(=O)CCCN2C(=O)C(c3ccccc3)Oc3cccnc32)cc1 (stereo not given)
 : -1%	-8%	-2%	-1%	10%	-11%	?	?	-1%
COC(=O)[C@]12CCCCC=C1N(Cc1ccc3c(c1)OCO3)C(=O)[C@H](CC(=O)N1CCCCC1)C2
 : -1%	-13%	4%	-13%	?	1%	.	?	.
CCN1CCN(c2ncc3c(n2)CCN(Cc2cccc(F)c2F)C3)CC1
 : .	5%	21%	.	18%	-1%	.	?	.
Cc1ccc(O)c(/C=N/NC(=O)Cc2ccc(Cl)cc2)c1
 : 13µM*	-27%	6%	?	-24%	-36%	0%	?	5%
O=C(COC(=O)c1ccc(O)cc1O)NC(=O)NCc1ccccc1
 : 9%	5%	14%	4%	?	-14%	3%	-11%	-28%
Nc1ncnc2c1ncn2[C@@H]1O[C@H](C(=O)N2CCCN(Cc3cccs3)CC2)[C@@H](O)[C@H]1O
 : 1%	0%	14%	2%	-8%	-5%	19%	19%	.
CSc1nc2ccc3nc(NC(=O)c4cccs4)sc3c2s1
 : ?	-19%	-2%	25%	?	3%	-1%	8%	12%
CCCCC(CC(O)COCCC)C(=O)NN (stereo not given)
 : 22%	-3%	-12%	26%	2%	5%	5%	-3%	-15%
O=C(c1cc(C2CC2)nn1-c1ccccc1)N1CCN(Cc2ccc(Cl)cc2)CC1
 : -6%	6%	12%	-28%	16%	4%	-2%	?	8%
O=C(Nc1ccccc1)c1cccc(S(=O)(=O)NCc2ccco2)c1
 : -3%	?	?	14%	23µM*	-13%	-2%	-4%	-3%
O=C(Nc1nnc(C2CCCO2)s1)c1cccs1 (stereo not given)
 : 8%	-4%	-13%	0%	?	2%	-14%	8%	-7%
CCOc1ncccc1C(=O)N(CCC(C)C)c1c(N)n(Cc2ccccc2)c(=O)[nH]c1=O
 : -4%	?	-10%	-1%	-11%	-3%	6%	-6%	?
COc1ccccc1CNC(=O)c1ccc2c(=O)n(CC3CCCO3)c(=S)[nH]c2c1 (stereo not given)
 : -2%	1%	3%	0%	-4%	0%	-1%	-10%	-10%
CCNC(=O)CC1C(=O)N(c2cccc(OC)c2)C(=O)N1CCOC (stereo not given)
 : 3%	0%	-14%	1%	0%	-8%	7%	6%	-1%
CN(Cc1ccccc1)S(=O)(=O)c1ccc(C(=O)Nc2nnc(C3CC3)o2)cc1
 : ?	?	5%	-26%	?	-23%	-10%	?	?
CCCCN1C(=O)C(=O)N(c2ccccc2)C1=S
 : 20%	2%	?	11%	-8%	1%	5%	6%	-41%[inhibitor]

# For convenience, part of the list above.
# Order of results – HT1080 IDH1KD tx	KB-3-1 cytotox	TDP43 rescue	HT1080-NT tox	KB-V1 MDR tox	HEK293 tox	GLP-1R agonist	GLP1R inv ag	SW480 rerep
COc1cccc(CNC(=O)C2CCN(c3ncnc4c3nc3n4CCCCC3)CC2)c1
 : 0%	3%	11%&-11%	1%	1%	13%&-3%	7%	5%&3%	1%
CCCc1nc2ccccc2c(C(=O)OC2CCOC2=O)c1CC (stereo not given)
 : -1%	3%	3%	-4%	?	10%	-14%	6%	-1%

# Next section
# Order of results – HT1080 IDH1KD tx	KB-3-1 cytotox	TDP43 rescue	HT1080-NT tox	KB-V1 MDR tox	HEK293 tox	GLP-1R agonist	GLP1R inv ag	SW480 rerep
O=C(C1CCC(=O)N(C2CCCC2)C1)N1CCN(c2ccc(Cl)cc2)CC1 (stereo not given)
 : -10%	-5%	-2%	3%	-7%	2%	-1%	-6%	-31%[inhibitor]
Cc1ccc(C(=O)Nc2ccccc2C(=O)N2CCCC(C)C2)cc1 (stereo not given)
 : -2%	2%	14%	1%	-8%	0%	9%	-27%	-6%
N/C(=N\OC(=O)CCCOc1ccccc1)c1ccncc1
 : 3%	19%	-3%	10%	?	4%	14%	0%	-4%
CCCn1cc(CN2CCc3ccc(NC(=O)C4CCCO4)cc3C2)c(C)n1 (stereo not given)
 : 27%	30%	9%	15%	-4%	9%	15%	16%	-6%
CCNC(=O)c1cc(Br)ccc1Cl
 : 4%	0%	10%	-1%	-4%	18%	5%	5%	-15%
O=C(CSc1nnnn1C1CCCCC1)NCc1ccc2c(c1)OCO2
 : 0%	-3%	8%	3%	-4%	-14%	1%	-9%	-2%
Cc1ccc(Cn2cc(S(=O)(=O)c3ccc(C)cc3)c(=O)c3cc(F)c(N4CCCC4)cc32)cc1
 : .	15%	17%	.	2%	2%	.	8%	.
Cc1cc(C)cc(-n2c3nc4ccccc4nc3c3c(=O)n(Cc4ccco4)cnc32)c1
 : 2%	-7%	5%	-1%	16%	14%	-16%	-5%	7%
COc1ccc(/C=C/C(=O)Nc2cccc(S(=O)(=O)N3CCCC3)c2)cc1OC
 : -21%	?	.	-5%	?	-22%	0%	?	-29%[1.84 µM]
CCc1nnc(NC(=O)c2ccc3c(=O)n4c(nc3c2)CCCCC4)s1
 : -3%	11%	-5%	-1%	16%	-5%	9%	31%	-119%[inhibitor]
O=C(OCCN1C(=O)c2cccc3c(N4CCOCC4)ccc(c23)C1=O)c1cccc(Cl)c1
 : 9.2µM*	13µM*	3%	15µM*	?	.	2%	?	?
COc1ccc(C(=O)N/C(=C/c2ccco2)C(=O)NCc2ccco2)cc1
 : 6%	6%	-3%	13%	-17%	16%	13%	17%	-2%
